Screens deposited in PubChem by several laboratories.
STAT1 activator – increases IFN-gamma driven STAT1 reporter signal; NIH 3T3 STAT1-luciferase reporter, luminescence; 100% = IFN-gamma alone, no compound; 200,000 tested, 2.6% active; activation (% of control), % at 5.5 µM;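 active = activation above the screen-wide mean activation plus 3 SD, cut at about 130% in these data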;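 note: raw ratio to IFN-gamma control signal so 100% means no change and 0% no light; values of inactives mirror those of a sister screen read the other way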
APP 5'UTR act – APP 5'UTR luciferase reporter activation | activation, % at 2 µM | 190,000 tested, 1% active | SH-SY5Y APP 5'UTR luciferase reporter, luminescence; zero percent = DMSO vehicle wells;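 active = activation above a set limit, based on mean plus 3 SD of controls, cut at about 140% in these data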; note: values of inactives mirror those of a sister screen read the other way
Hsp70 act – switches on Hsp70 transcription. activation, % at 10 µM. 200,000 tested, 0.04% active. HeLa Hsp70 promoter luciferase reporter, luminescence; scaled: vehicle 0, proteasome-inhibitor control 100%. AID 1203;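 active = activation above the mean across all tested compounds plus 3 SD, cutoff set per campaign, cut at about 5.5% in these data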;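 note: 100% = MG132 at 30 µM as the positive control and 0% = DMSO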
APP 5UTR inh – APP translation inhibition; 190,000 tested, 0.82% active; SH-SY5Y APP 5'UTR-luciferase reporter, luminescence; inhibition, % at 2 µM;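 active = inhibition above a set limit, derived from the sample mean plus 3 SD, cut at about 45% in these data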; note: values of inactives mirror those of a sister screen read the other way
STAT1 blocker – reduces IFN-gamma driven STAT1 reporter signal. AID 920. inhibition, % at 5.5 µM. NIH 3T3 STAT1-luciferase reporter, luminescence. 200,000 tested, 0.35% active;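 active = inhibition above a set limit, the mean inhibition across all tested compounds plus 3 SD, cut at about 34% in these data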;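 note: 0% = IFN-gamma with DMSO and 100% = IFN-gamma with 300 µM nifuroxazide; values of inactives mirror those of a sister screen read the other way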
STAT3 act – STAT3 signaling activation. U3A cells, IL-6 STAT3-luciferase reporter, luminescence; 100% = signal with IL-6 EC80 alone. activation (% of control), % at 5.6 µM. 190,000 tested, 0.91% active. AID 871;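 active = activation above the screen-wide mean of compound activation plus 3 SD, cut at about 130% in these data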;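 note: 0% = background luminescence of wells with medium and substrate only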
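system = STAT3-luciferase reporter U3A cells | reagent = IL-6 stimulus at 33 ng/mL final | timing = 1 h compound pre-exposure, 6 h IL-6 stimulation, 37 °C | measured by = luminescence | evaluation = % activation versus median of IL-6-stimulated wells | control set = IL-6-only wells as 100% reference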
RAM inhibit – blocks the yeast RAM network; S. cerevisiae dse1pr::URA3 reporter, 5-FOA growth OD615, 2 d; analog-sensitive cbk1-as2 kinase mutant strain; inhibition, % at 50 µM; 190,000 tested, 1.8% active; AID 868;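 active = inhibition above a set limit, 3 SD over mean compound inhibition, cut at about 8.4% in these data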;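 note: 0% = DMSO-only wells with no growth and 100% = 10 µM 1-NA-PP1 full growth; inhibition rescues growth on 5-FOA so higher OD means more RAM inhibition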
STAT3 inh – STAT3 signaling inhibition; inhibition, % at 5.5 µM; 190,000 tested, 0.89% active; AID 862; U3A cells, IL-6 STAT3-luciferase reporter, luminescence; host cell line lacks STAT1;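 active = inhibition above the mean inhibition across all screened compounds plus 3 SD, cut at about 44% in these data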;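 note: 0% = DMSO only wells and 100% = 100 µM nifuroxazide control wells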
FLuc inhib CS – Photinus pyralis luciferase inhibition counter-screen; P08659; ATPLite firefly luciferase biochemical luminescence, 10 min; inhibition, % at 10 µM; 200,000 tested, 1.5% active; AID 1006;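 active = inhibition above about 50% when tested at 10 µM, limit read from the data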
Target sequence (P08659 whole entry, looked up): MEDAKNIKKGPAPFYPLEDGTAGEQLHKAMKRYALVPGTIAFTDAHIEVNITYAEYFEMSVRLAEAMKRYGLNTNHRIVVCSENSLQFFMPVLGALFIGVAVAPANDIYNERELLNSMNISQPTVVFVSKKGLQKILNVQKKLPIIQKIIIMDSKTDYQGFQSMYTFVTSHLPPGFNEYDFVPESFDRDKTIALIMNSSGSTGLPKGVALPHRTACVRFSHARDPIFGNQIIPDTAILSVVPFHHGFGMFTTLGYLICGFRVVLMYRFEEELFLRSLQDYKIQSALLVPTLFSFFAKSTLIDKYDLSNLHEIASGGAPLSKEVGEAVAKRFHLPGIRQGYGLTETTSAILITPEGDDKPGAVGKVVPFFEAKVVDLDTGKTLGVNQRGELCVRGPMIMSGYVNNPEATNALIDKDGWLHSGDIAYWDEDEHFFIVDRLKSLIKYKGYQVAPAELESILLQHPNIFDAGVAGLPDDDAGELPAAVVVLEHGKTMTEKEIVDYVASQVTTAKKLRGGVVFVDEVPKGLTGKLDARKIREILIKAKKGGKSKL
NF-kB expr up – raises NF-kB expression in human neuronal cells | NF-kB reporter expression; active compounds read high | fold change at 12.5 µM | 190,000 tested, 1.6% active; in the data active = fold change above about 3.3
Numbers without * were called inactive; / = not tested or not shown.

A first look:
SMILES	FLuc inhib CS	STAT3 act	STAT1 blocker	NF-kB expr up	STAT1 activator	STAT3 inh	RAM inhibit	APP 5'UTR act	Hsp70 act	APP 5UTR inh
Cc1nn(Cc2ccccc2)c(C)c1NC(=O)c1ccc([N+](=O)[O-])cc1[N+](=O)[O-]	-9	104	11	0.82	90	-1	2.8	-4	-0.5	4
COC(=O)c1ccccc1NC(=O)CSc1nc2ccccc2c(=O)[nH]1	1	88	13	1.1	91	17	2.6	-10	0.0	10

This part in full, from the start:
SMILES	FLuc inhib CS	STAT3 act	STAT1 blocker	NF-kB expr up	STAT1 activator	STAT3 inh	RAM inhibit	APP 5'UTR act	Hsp70 act	APP 5UTR inh
Cc1nn(Cc2ccccc2)c(C)c1NC(=O)c1ccc([N+](=O)[O-])cc1[N+](=O)[O-]	-9	104	11	0.82	90	-1	2.8	-4	-0.5	4
COC(=O)c1ccccc1NC(=O)CSc1nc2ccccc2c(=O)[nH]1	1	88	13	1.1	91	17	2.6	-10	0.0	10
CNC(=O)c1ccc(Nc2nnc(-c3ccc(C)c(S(=O)(=O)NCC4CCCO4)c3)c3ccccc23)cc1 (stereo not drawn)	0	102	12	0.88	89	-8	1.0	11	-0.6	-11
CC(=O)c1cc2c(cc1NC(=O)CN1CCCCCCC1)OCO2	0	98	11	1.1	90	6	0.6	-2	-0.1	2
CCOc1ccccc1C1CC(=O)Nc2c1c(=O)n(C)c(=O)n2C (stereo not drawn)	2	95	-1	0.9	101	10	-0.3	-5	-0.3	5
O=S1(=O)CCN(Cc2ccc(Cl)c(C(F)(F)F)c2)CC1	-5	95	2	1	97	9	0.5	-9	-0.1	9
Cc1nnc2sc(-c3cccc(NC(=O)c4cccnc4)c3)nn12	-9	95	6	0.57	95	11	-0.5	-4	0.4	4
COc1ccc2nc(SCC(=O)Nc3ccccc3C)[nH]c2c1	-4	97	-1	1.4	101	8	-1.4	15	0.0	-15
CN(C)C(CNC(=O)NC1CCCCC1)c1cccnc1 (stereo not drawn)	-4	103	-3	1.1	103	0	0.8	-8	-0.1	8
CCN(CC)CCCNc1nnc(C)c(=O)[nH]1	-3	97	1	1	98	9	1.5	16	-0.2	-16
CSc1ccccc1C(=O)Nc1ccccc1C(=O)NC(C)C	1	103	5	0.87	92	2	3.1	8	-0.1	-8
Oc1ccc(/C=N/Nc2cc(N3CCCC3)nc(N3CCCC3)n2)cc1	2	76	-12	0.83	111	33	-0.9	-1	-0.2	1
CCOc1ncccc1C(=O)OCC(=O)Nc1cc(C)ccc1C	-7	102	0	1.2	100	0	1.1	-20	-0.2	20
CC(=O)OC(C(=O)NC1CCCCC1)c1ccncc1 (stereo not drawn)	-4	97	-1	1	101	3	1.1	-16	-0.6	16
Cc1ccc2sc(NC(=O)CSc3nc(C)cc(C)c3C#N)nc2c1	13	76	8	6.5*	92	33	2.6	94	0.0	-94
C=CCNCc1cccn1-c1ccccc1	-8	105	1	0.92	99	-1	4.5	17	-0.3	-17
c1ccc(-c2noc(-c3ccc4ccccc4c3)n2)cc1	68*	54	-56	3	151*	57*	5.5	150*	-0.1	-150
CC(=O)N1CCc2cc(S(=O)(=O)NC(C(=O)NCc3ccccc3)C(C)C)ccc21 (stereo not drawn)	0	99	7	0.92	94	4	6.2	-5	-0.3	5
Cc1sc(NC(=O)CN2CCOCC2)c(C(=O)c2ccccc2)c1C	-5	107	0	0.9	100	-3	-1.2	6	0.0	-6
COc1ccccc1Nc1nc(-c2ccc3c(c2)NC(=O)CO3)cs1	2	83	-18	1.1	116	23	6.2	17	0.0	-17
CCn1c(/C=C2\C(=O)N(C)c3ccccc32)nc2ccccc2c1=O	-5	137*	-3	0.39	103	-33	1.8	3	-0.4	-3
O=C(N1CCOCC1)C1(c2ccccc2)CCCCC1	-6	101	0	1.1	96	2	0.6	8	0.0	-8
CCOC(=O)C1(CCOC)CCN(Cc2cnc(-c3cccc(C)c3)nc2)CC1	-2	104	-11	1.3	108	1	0.0	7	0.1	-7
O=C(CSc1ncnc2nc[nH]c12)NCCc1ccccc1	-2	108	5	0.92	95	-3	1.5	11	-0.1	-11
Cc1cc(NC(=O)C2CCN(S(=O)(=O)Cc3ccccc3)CC2)ccc1-n1cnnn1	1	95	8	1.2	93	6	2.7	11	0.0	-11
COc1ccc(S(=O)(=O)N2CCC(C(=O)NCC3CCCO3)CC2)cc1C (stereo not drawn)	0	106	6	0.75	95	-2	1.9	9	0.4	-9
Cc1cc(N2CCC(C)CC2)nc(-n2nc(C)cc2C)n1	-5	89	4	0.49	96	19	0.4	-6	-0.5	6
COCCNC(=S)Nc1ccccc1[N+](=O)[O-]	-4	106	-2	1.2	99	0	-0.2	4	-0.2	-4
CCOc1ccccc1NC(=O)COc1cccc(-n2cnnn2)c1	/	82	-12	0.83	111	23	6.2	14	-0.1	-14
CCCC(=O)c1ccc(N2CCN(C(=O)c3ccc(Br)cc3)CC2)c(F)c1	-1	98	-2	1	102	8	4.6	16	0.5	-16
O=C(CCS(=O)(=O)c1ccc(Cl)cc1)NCCc1c[nH]c2ccccc12	-2	125	3	0.93	97	-28	3.0	2	-0.2	-2
CCCC(=O)N(CC(=O)Nc1sc(C)c(C)c1C(N)=O)Cc1ccccc1	-3	94	-6	1.1	104	13	3.4	-18	0.3	18
COc1ccc2[nH]c(=O)c(CN(Cc3ccco3)C(c3nnnn3Cc3ccccc3)C(C)C)cc2c1 (stereo not drawn)	-4	105	9	0.78	91	-1	1.7	1	-0.3	-1
CSc1nnc2c(n1)c(C)nn2-c1ccc(C)cc1	6	149*	2	1.9	96	-56	2.3	1	0.0	-1
O=C1CCCN1CCCn1cnc2c([nH]c3ccc(F)cc32)c1=O	8	102	0	1.4	100	3	1.9	13	-0.5	-13
C/C(=N\NC(=O)Nc1ccccc1)c1ccccc1	-3	81	-9	1.1	108	18	2.3	73	-0.4	-73
Cc1ccc(C(=O)NC(C)C(c2cccs2)N2CCCC2)s1 (stereo not drawn)	-4	106	-2	1	101	1	1.8	0	-0.1	0
O=C(Nc1nc(-c2ccco2)c(-c2ccco2)s1)C1CC(=O)N(c2ccc3c(c2)OCCO3)C1 (stereo not drawn)	1	93	1	0.54	100	14	0.8	-19	0.1	19
COc1ccc(CN2CCN(c3ccccn3)CC2)c(OC)c1	-9	98	5	0.82	96	9	-0.3	-10	-0.5	10
COc1ccc(OCCCC(=O)Nc2nc(-c3ccccn3)cs2)cc1	1	101	5	1.1	96	-1	2.0	8	-0.3	-8
O=[N+]([O-])c1ccccc1NCc1ccccc1Cl	2	99	6	1.1	93	11	1.2	17	-0.1	-16
COc1cccc2cc(C(=O)C3=C(O)C(=O)N(Cc4ccco4)C3c3cccnc3)oc12 (stereo not drawn)	-12	93	24	1.2	77	7	0.3	26	-0.3	-26
Cc1nnc(N(Cc2ccco2)C(=O)c2ccno2)s1	-5	99	-1	1.2	101	10	1.6	2	-0.3	-2
CCOC(=O)N1CCC(=NNS(=O)(=O)c2cccc([N+](=O)[O-])c2)CC1	-3	102	-6	1.1	106	4	0.5	2	0.2	-2
COC(=O)c1ccccc1NC(NC(=O)c1ccco1)C(=O)c1ccccc1 (stereo not drawn)	-5	100	6	1.5	95	6	5.6	-18	0.6	18
CCOC(=O)C=Nc1c(N)n(C)c(=O)n(C)c1=O	-4	104	4	1.2	97	-3	1.6	13	-0.2	-13
C=CCNC(=O)CN(c1ccccc1OCC)S(=O)(=O)c1ccc(C)cc1	-4	99	-2	1.1	104	2	1.9	7	-0.4	-7
CCN(CC)CCNC(=O)C(C)c1nn(CC)c(=O)c2ccccc12 (stereo not drawn)	-8	102	4	1.3	97	-2	4.2	4	0.0	-4
O=C(O)c1ccc(N=NN2CCCCC2)cc1	4	98	-40	1.9	135*	5	1.2	57	-0.1	-57
CCOC(=O)N1CCC(NC(=O)c2cnn3ccccc23)CC1	-7	99	0	1.1	100	6	0.1	-4	0.0	4

Following part:
SMILES	FLuc inhib CS	STAT3 act	STAT1 blocker	NF-kB expr up	STAT1 activator	STAT3 inh	RAM inhibit	APP 5'UTR act	Hsp70 act	APP 5UTR inh
CC(C)(C)OC(=O)NNC(=O)NC12CC3CC(CC(C3)C1)C2	-4	107	-11	0.98	110	-7	-0.1	9	-0.1	-9
CNCCCOc1cccc(Oc2ccccc2)c1	-9	114	-2	1.2	100	-9	0.0	1	0.0	-1
CS(=O)(=O)c1ccc2nc(NC(=O)c3cccs3)sc2c1	91*	53	13	2.7	88	59*	5.7	117	1.5	-117
COCCCNC(=S)N1CCN(c2ccccc2)CC1	-4	99	0	1.2	99	7	-1.4	28	-0.2	-28
N#Cc1cnn2ccc(-c3ccc4c(c3)CCC4)nc12	-1	88	-16	1.3	113	17	1.3	23	-0.2	-23
CCOC(=O)N1CCN(C(=O)Cn2ccc3ccccc3c2=O)CC1	-6	102	0	1	100	1	2.7	-9	-0.1	9
COc1ccc2[nH]c3c(Cl)ncnc3c2c1	5	101	-4	1.3	104	-1	0.5	14	-0.3	-14
O=C(NCc1ccco1)c1ccc(COc2ccccc2Cl)cc1	0	83	3	1.3	98	25	3.0	-2	-0.2	2
Cc1ccccc1C(=O)NC(CC(C)C)C(=O)Nc1ccc(F)c([N+](=O)[O-])c1 (stereo not drawn)	-4	110	-3	0.81	105	-15	1.8	-1	-0.4	1
COc1ccc(NC(=O)C23CC4CC(C2)CC(n2cnc(Br)n2)(C4)C3)cc1OC	-7	109	1	1.2	99	-5	2.4	0	-0.5	0
COc1ccc(C)cc1NC(=O)CN(C)S(=O)(=O)c1cc(C)ccc1OC	-7	92	14	1.1	87	8	0.9	3	0.1	-3
COc1ccc(N(CC(=O)Nc2cc(C)on2)S(=O)(=O)c2cc(C)ccc2C)cc1	-1	112	-1	0.9	102	-8	2.3	23	0.4	-23
CCOc1ccc(NC(=O)CC)cc1	0	100	1	1.1	96	5	5.1	-9	-0.3	9
CC(=O)OCc1cc2cc(C)ccc2[nH]c1=O	-4	103	2	1.1	98	-1	0.8	2	0.1	-2
Cc1cc(C)n2nc(SCC(=O)c3c(N)n(CC(C)C)c(=O)n(C)c3=O)nc2n1	2	95	15	0.63	85	10	6.5	10	-0.2	-10
O=C(CCCn1c(=O)c2ccccc2n(Cc2ccccc2)c1=O)NCc1ccco1	-3	107	9	1	95	-8	4.1	-4	-0.3	4
O=C(COc1ccccc1)OCc1csc(Nc2ccccc2)n1	-3	100	-3	1.3	103	0	0.3	6	0.0	-6
COc1ccc(C2OC(=O)CC2C(=O)NCc2ccccc2Cl)cc1OC (stereo not drawn)	-2	103	1	1.2	101	1	0.5	1	-0.3	-1
COc1ccccc1CNC(=O)CSc1ccc(-c2cccc([N+](=O)[O-])c2)nn1	-2	90	10	0.87	88	16	4.5	4	-0.1	-4
CCC(C)C(NC(=O)C1CCC(C)CC1)C(=O)Nc1ccc(OC)cc1OC (stereo not drawn)	-5	109	5	1	94	-1	-0.4	11	-0.2	-11
Cc1ccc2c(CN3CCN(Cc4ccc5c(c4)OCO5)CC3)cc(=O)oc2c1C	-7	105	-4	0.96	104	2	1.9	-3	0.3	3
CCC(=O)N1CC(C)C(=O)Nc2ccccc21 (stereo not drawn)	-2	105	-2	1.1	102	-3	0.7	8	0.0	-8
